# CYP2C9 activ – activators of human CYP2C9. P11712. recombinant CYP2C9, luciferin-H conversion, luminescence; active compounds read high; factor 1 = untreated enzyme, 0 = blocked. activation factor at 5 µM. 1.4% of 96,000 active. AID 1024;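 active means activation factor of 2 or more for CYP2C9 at a 5 µM dose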;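 further: 0 = sulfaphenazole-blocked wells and 1 = vehicle-only wells; values of inactives mirror those of a sister screen read the other way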
# Target sequence (P11712 whole entry, looked up): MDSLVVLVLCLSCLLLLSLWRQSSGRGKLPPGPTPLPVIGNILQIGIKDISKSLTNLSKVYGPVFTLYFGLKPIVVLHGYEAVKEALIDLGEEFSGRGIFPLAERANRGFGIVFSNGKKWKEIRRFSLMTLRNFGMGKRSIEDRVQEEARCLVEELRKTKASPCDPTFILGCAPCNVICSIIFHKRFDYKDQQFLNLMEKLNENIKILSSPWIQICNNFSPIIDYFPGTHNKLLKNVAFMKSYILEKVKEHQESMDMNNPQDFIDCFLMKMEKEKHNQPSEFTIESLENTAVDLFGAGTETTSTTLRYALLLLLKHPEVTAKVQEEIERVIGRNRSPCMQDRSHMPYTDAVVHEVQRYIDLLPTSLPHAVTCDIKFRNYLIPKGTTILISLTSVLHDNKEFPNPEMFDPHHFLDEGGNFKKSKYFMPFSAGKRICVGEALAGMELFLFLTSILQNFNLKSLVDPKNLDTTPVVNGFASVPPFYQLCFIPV
# hDAT+cocaine – modulates human dopamine transporter uptake under cocaine; Q01959; LLC-PK1 hDAT cells, [14C]-dopamine uptake with cocaine IC80; actives deviate in either direction; B-score at 10 µM; 1.3% of 110,000 active; AID 449768;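 active means Z score or B-score, a plate-position-corrected score, falls beyond the plate's 99.7% confidence bounds, in either direction; inactive means both scores lie inside the 99.7% bounds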;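 further: scored against the spread of the other compound wells on the same plate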
# PTPN22 act – LYP (human) phosphatase activation; recombinant LYP, DiFMUP fluorescence; 0 = plate median, 100 = signal doubled; activation, % at 2 µM; 0.11% of 96,000 active; AID 697; Q9Y2R2;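 active means activation at 2 µM above a set limit, the mean plus 5 SD, cut at about 37% in these data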
# PTK2B oligo ant – antagonists of human Pyk2 oligomerization. AID 1347419. 0.83% of 99,000 active. z-score (the deposit names both 25 µM and 10 µM). Q14289. Q293 cells, Pyk2 FERM NanoBiT luminescence; active compounds read low;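 active means Z-score of -3 or lower, scaled per plate to the spread of control and sample wells; inactive means z-score above -3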;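 further: negative z-score means lost luminescence so less FERM oligomerization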
# Ecoli WT expand – E. coli BW25113 growth inhibition, expanded screen; growth inhibition, % at 100 µM; 0.15% of 98,000 active; OD600 absorbance;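 active means growth inhibition above about 50% at one test dose, limit read from the data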;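 further: growth measured after 20 h incubation at 37 °C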
# CYP2C9 inhib – inhibitors of human CYP2C9; P11712; CYP2C9 Supersomes, luciferin-H conversion, luminescence; inhibition, % at 5 µM; 20% of 96,000 active; AID 777;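 active means blocking of liver enzyme CYP2C9 beyond about 50% at 5 µM, limit read from the data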; further: values of inactives mirror those of a sister screen read the other way
# PostGolgi yeast – growth inhibition of a yeast mutant, post-Golgi transport screen | post-Golgi transport phenotypic cell assay | AID 739 | 0.9% of 98,000 active | inhibition, % at 10 µM;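 further: yeast cells grown in 1536-well plates; yeast grown about 18 h at 30C before absorbance read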
# PostGolgi ctrl – growth of the yeast control strain, post-Golgi counter-screen. inhibition, % at 10 µM. 5% of 98,000 active. efflux-deficient yeast background strain, growth absorbance A615, 16 h
# LYP inh 2 – LYP (human) phosphatase inhibition | Q9Y2R2 | recombinant LYP catalytic domain, DiFMUP fluorescence | inhibition, % at 2 µM | 0.21% of 96,000 active;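 active means inhibition at 2 µM at or above a set limit, the screen mean plus 3 SD, cut at about 24% in these data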;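 further: 0% = DMSO with enzyme and 100% = enzyme fully blocked by orthovanadate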
# Active calls of the source: *; . = no result given. Unless noted, no stated cut-off is given here; in the data, active means inhibition above about 30%; inactive means the rest.
SMILES,CYP2C9 activ,hDAT+cocaine,PTPN22 act,PTK2B oligo ant,Ecoli WT expand,CYP2C9 inhib,PostGolgi yeast,PostGolgi ctrl,LYP inh 2
CCCCCOC(=O)CSc1nnc(-c2cc(OC)c(OC)c(OC)c2)o1,0.8,-0.66,.,0.59,-3,25,-5,11,.
Cc1ccc(S(=O)(=O)NCC(=O)N(CC(=O)NCc2ccco2)Cc2cccs2)cc1,0.8,-0.58,2,-0.05,5,19,2,6,2
C=CCn1c(NCCO)nc2sc3c(c2c1=O)CCC3,0.9,-0.019,.,.,-2,9,-6,19,.
COc1ccccc1N1CCN(C(=O)COc2ccc(Cl)cc2Br)CC1,0.9,1.3,5,0.3,-11,8,5,68*,-7
CC(NC(=O)c1nn(C)c(=O)c2ccccc12)c1ccccc1 (centres undefined),.,-0.0063,8,0.2,5,.,-1,8,-4
O=C(Nc1ccc(Cl)cc1)OCc1cc(-c2ccccc2)on1,0.4,0.87,20,1.1,-17,64*,-1,3,-15
COCc1[nH]nc2c1C1(C(=O)Nc3ccc(F)cc31)C(C#N)=C(N)O2 (centres undefined),0.9,0.72,-5,0.93,-4,11,-8,0,4
C=CCN1C(=O)CSc2ccc(C(=O)NCc3ccco3)cc21,1,-0.042,1,0.85,5,4,-1,-1,-3
O=S(=O)(c1ccccc1Cl)N1CCCC(c2nc(-c3cccnc3)no2)C1 (centres undefined),0.2,1.3,6,-0.27,1,79*,3,12,-6
COc1ccccc1NC(=S)NC(=O)CC(C)C,0.7,0.29,-11,-0.36,16,35,-1,-2,14

# 3 compounds already listed, ordered by number of heavy atoms, largest number first.
SMILES,CYP2C9 activ,hDAT+cocaine,PTPN22 act,PTK2B oligo ant,Ecoli WT expand,CYP2C9 inhib,PostGolgi yeast,PostGolgi ctrl,LYP inh 2
O=S(=O)(c1ccccc1Cl)N1CCCC(c2nc(-c3cccnc3)no2)C1 (centres undefined),0.2,1.3,6,-0.27,1,79*,3,12,-6
COc1ccccc1N1CCN(C(=O)COc2ccc(Cl)cc2Br)CC1,0.9,1.3,5,0.3,-11,8,5,68*,-7
O=C(Nc1ccc(Cl)cc1)OCc1cc(-c2ccccc2)on1,0.4,0.87,20,1.1,-17,64*,-1,3,-15

# (continued)
SMILES,CYP2C9 activ,hDAT+cocaine,PTPN22 act,PTK2B oligo ant,Ecoli WT expand,CYP2C9 inhib,PostGolgi yeast,PostGolgi ctrl,LYP inh 2
Cc1cc(NC(=O)c2ccc(Cl)cc2)c(C(C)C)cc1O,1.8,0.053,-4,-0.48,5,-78,-3,-3,3
COc1ccc(Nc2cc(C(=O)NCCCN3CCN(C)CC3)c3ccccc3n2)c(OC)c1,0.9,-0.13,-3,0.03,3,10,-10,-2,2
COc1ccc(N2C(=O)CC(N3CCC(O)(c4ccc(Br)cc4)CC3)C2=O)cc1 (centres undefined),1,-0.033,6,-1.9,7,5,-9,-2,-4
COc1ccc(NC(=O)c2cc(C3CC3)on2)c(OC)c1,2.9*,-1.1,.,.,8,-189,5,3,.
CCc1cc2cc(C(=O)Nc3ccccc3F)sc2s1,1.2,0.012,-3,0.28,-12,-19,-4,8,2
Cc1cccc(/C(N)=N/OC(=O)N2c3ccccc3Sc3ccccc32)c1,0.5,-0.99,-10,0.72,12,54*,17,17,14
CC(C)N1C(=S)SC(C)(C)C1NO (centres undefined),1.1,0.42,-11,0.17,3,-7,1,8,10
CCCCSc1nnc2n(CCc3ccccc3)c(=O)c3c4c(sc3n12)COC(C)(C)C4,0.5,-0.25,-4,1.3,-22,51*,4,29,5
O=S(=O)(O)c1nc2ccccc2n1Cc1ccc(Cl)cc1Cl,0.3,-0.077,-7,0.21,-2,75*,0,4,6
COc1ccc(OC)c(NC(=O)c2[nH]c(C)c(C(C)=O)c2C)c1,0.8,-0.26,16,1.2,-8,22,2,13,-15
CCC(C)c1ccc(O)c(NC(=O)c2ncn[nH]2)c1 (centres undefined),0.6,-0.41,0,-0.89,1,38,-11,3,-5
Cn1c(C(=O)N2CCN(C(=O)c3ccco3)CC2)cc2c(=O)n(C)c3ccccc3c21,0.8,2.2*,7,.,-3,18,-10,35*,-10
CC(C)(C)n1nnnc1C(c1ccc(C(F)(F)F)cc1)N(Cc1ccc(F)cc1)Cc1ccco1 (centres undefined),.,-1.4,-9,-0.44,.,.,.,.,8
COc1ccc(-c2nnn(CCC(=O)O)n2)cc1,0.7,-0.39,-2,0.46,-9,35,-1,2,3
O=C1C2=C(Nc3ccccc3SC2c2ccco2)c2ccccc21 (centres undefined),0.2,-0.25,-10,-0.54,20,78*,12,72*,9
CC(=O)N1CCN(C2=Nc3cccc4cccc2c34)CC1,1.1,1,.,-0.01,4,-8,3,2,.
N#C/C(=C/C=C/c1ccccc1)C(=O)Nc1ccccc1,.,1.1,-6,0.04,-11,.,4,2,8
OC(COc1ccc2ccccc2c1)CN1CCOCC1 (centres undefined),.,-1.5,-5,-0.64,-6,.,-2,15,2
Cc1[nH]c2ccccc2c1NC(=O)CN1CCN(c2cccc(C(F)(F)F)c2)CC1,1.1,2.2,6,-0.29,6,-13,5,28,-3
CCC(C)(C)NC(=O)C(c1ccccc1F)N(Cc1ccco1)C(=O)c1csnn1 (centres undefined),0.9,0.0099,0,0.77,3,12,4,24,-3
O=C(Nc1ccccc1NC(=O)c1ccco1)c1ccco1,1,0.31,-6,-0.13,10,1,-8,3,6
CCn1c(SC(C)C)nnc1-c1c[nH]c2ccccc12,0.9,-0.067,.,.,5,9,3,3,.
O=c1oc(-c2cc3ccccc3o2)nc2sc3c(c12)CCCC3,0.8,0.4,-6,-0.6,-13,20,-11,4,6
CCN(CC)c1ncnc2ccc(Br)cc12,0.8,-0.74,-10,-0.6,12,17,17,-7,12
Cc1cc(OC(C)C)c2c(-c3ccccc3)cc(=O)oc2c1,0.2,1.1,9,-2.1,1,80*,-4,16,-6
O=S(CCc1ccncc1)Cc1ccccc1 (centres undefined),0.5,-0.24,.,0.68,5,53*,-7,14,.
CCCCOc1ccc(C(=O)N2CCCCCC2)cc1,1.1,1.4,-2,0.49,0,-7,6,2,0
C/C(=N\NC(=O)c1c(Br)c(C)nn1C)c1ccc(NC(=O)C(C)Oc2ccc(Cl)cc2C)cc1 (centres undefined),0.8,-0.23,-3,1.5,0,22,-16,-3,6
COc1cc(C2N=C(c3ccccc3)NO2)cc(Br)c1O (centres undefined),1.1,2.6*,11,-0.19,-6,-7,-6,14,-11
COc1ccc(C2C(C(C)=O)=C(C)N=c3s/c(=C\c4ccc5c(c4)OCO5)c(=O)n32)c(OC)c1 (centres undefined),.,-0.1,-8,0.81,.,.,.,.,4
CSc1cccc(NC(=O)C2CCCN2S(=O)(=O)c2ccc3c(c2)CCC(=O)N3)c1 (centres undefined),0.2,0.9,.,-0.11,-1,82*,19,11,.
CCOC(=O)c1c(NC(C)=O)sc2c1CCC(C=NCCCN(CC)CC)=C2Sc1ccccc1,.,1.9,2,-1.8,.,.,.,.,-1
Cn1nnnc1SCC(=O)N1CCOCC1,.,-0.44,3,0.04,.,.,.,.,0
COc1cc(C(=O)Nc2cnc(NC(=O)C(C)C)cc2C)cc(OC)c1OC,.,0.028,-3,-0.2,5,.,-8,7,1
CC(=O)C1=C(C)NC(SCC(=O)c2ccccc2)=C(C#N)C1CC(C)C (centres undefined),0.4,0.79,-9,-0.78,-3,59*,-1,10,10
O=C1CCC(=O)N1CC(=O)N1c2ccccc2Sc2ccccc21,1.1,-0.23,.,0.56,-11,-14,-7,7,.
CCN(CC)CC(O)COc1ccc2c(c1)c(C(C)=O)c(C)n2-c1ccccc1 (centres undefined),.,-0.64,-2,0.76,.,.,.,.,2
COC(=O)c1ccc(NC(=O)CSc2nnc(-c3ccncc3)n2C)cc1,0.4,-0.21,-2,-0.88,8,57*,1,1,5
CC1CN(Cc2nc3c(c(=O)n(C)c(=O)n3C)n2CCN2CCOCC2)CC(C)O1 (centres undefined),1,-1.1,21,-0.24,-2,1,-8,10,-24
O=C1C=C(NCc2ccc(Cl)c(Cl)c2)CC1,1,-0.45,10,1.5,16,-4,10,7,-9
COc1ccccc1-n1c(N)c(C(N)=O)sc1=S,0.9,0.016,9,0.05,2,8,-3,7,-9
Cn1c(=O)n(C)c2cc(CN3C(=O)OC(C)(C)C3(C)O)ccc21 (centres undefined),0.8,1.4,.,.,7,20,-4,1,.
CCOC(=O)CSc1nnc(Cn2nnc(-c3ccccc3)n2)n1C,1,0.46,-10,0.68,-2,3,1,0,10
Cn1c(-c2ccccc2)cnc1SCC(N)=O,0.9,.,0,0.71,-1,6,15,-2,0
O=C(COc1cccc(Cl)c1)Nc1ccc(N2CCOCC2)cc1,1,-0.3,1,-0.01,0,2,-5,-2,0
CCOC(=O)C(C)Oc1cccc2c(=O)n(CC(=O)NCc3ccco3)ccc12 (centres undefined),.,-1.3,-8,.,-3,.,-11,5,5
Cc1cc(C)cc(Nc2ncc3c(n2)CCCC3=O)c1,1,-0.52,-5,0.26,3,2,9,33*,1
O=C(c1ccc(Cl)c(S(=O)(=O)N2CCCCCC2)c1)N1CCN(c2ccccn2)CC1,0.4,2.7*,3,-1.3,-8,57*,4,17,-4

# Among those listed so far, 12 have an aryl methoxy group:
SMILES,CYP2C9 activ,hDAT+cocaine,PTPN22 act,PTK2B oligo ant,Ecoli WT expand,CYP2C9 inhib,PostGolgi yeast,PostGolgi ctrl,LYP inh 2
CCCCCOC(=O)CSc1nnc(-c2cc(OC)c(OC)c(OC)c2)o1,0.8,-0.66,.,0.59,-3,25,-5,11,.
COc1ccccc1N1CCN(C(=O)COc2ccc(Cl)cc2Br)CC1,0.9,1.3,5,0.3,-11,8,5,68*,-7
COc1ccccc1NC(=S)NC(=O)CC(C)C,0.7,0.29,-11,-0.36,16,35,-1,-2,14
COc1ccc(Nc2cc(C(=O)NCCCN3CCN(C)CC3)c3ccccc3n2)c(OC)c1,0.9,-0.13,-3,0.03,3,10,-10,-2,2
COc1ccc(N2C(=O)CC(N3CCC(O)(c4ccc(Br)cc4)CC3)C2=O)cc1 (centres undefined),1,-0.033,6,-1.9,7,5,-9,-2,-4
COc1ccc(NC(=O)c2cc(C3CC3)on2)c(OC)c1,2.9*,-1.1,.,.,8,-189,5,3,.
COc1ccc(OC)c(NC(=O)c2[nH]c(C)c(C(C)=O)c2C)c1,0.8,-0.26,16,1.2,-8,22,2,13,-15
COc1ccc(-c2nnn(CCC(=O)O)n2)cc1,0.7,-0.39,-2,0.46,-9,35,-1,2,3
COc1cc(C2N=C(c3ccccc3)NO2)cc(Br)c1O (centres undefined),1.1,2.6*,11,-0.19,-6,-7,-6,14,-11
COc1ccc(C2C(C(C)=O)=C(C)N=c3s/c(=C\c4ccc5c(c4)OCO5)c(=O)n32)c(OC)c1 (centres undefined),.,-0.1,-8,0.81,.,.,.,.,4
COc1cc(C(=O)Nc2cnc(NC(=O)C(C)C)cc2C)cc(OC)c1OC,.,0.028,-3,-0.2,5,.,-8,7,1
COc1ccccc1-n1c(N)c(C(N)=O)sc1=S,0.9,0.016,9,0.05,2,8,-3,7,-9

# Screening data: PubChem, several laboratories
